From PubChem
CDK5 inh = inhibitors of human CDK5/p35 kinase, primary screen, biochemical, single concentration. Cyclin-dependent kinase 5 (Homo sapiens) + Cyclin-dependent kinase 5 activator 1 (Homo …. Recombinant CDK5/p35, ADP-Glo luminescence, 60 min. inhibition, % at 10 µM. hit rate 0.01% among 330,000. AID 488839, 2010;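 active = highest replicate inhibition of at least 50% and at least 75% of replicates reaching 50%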;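 also: plate controls were DMSO neutral control for no effect and GW8510 at 10 µM for full effect; many of its hits are not listed in these tables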
PvdQ inh = P. aeruginosa PvdQ acylase inhibitors, primary screen, biochemical, fluorescence, plate reader and imaging, single point; hit rate 0.063% among 340,000; purified PvdQ acylase; inhibition, % at 10 µM; AID 488965, 2010; in the data active = inhibition above about 30%, passing the limit was not always enough;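 also: 0% = vehicle neutral wells and 100% = reference inhibitor wells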
MITF TRPM1 HTS = activators of MITF-driven TRPM1 promoter reporter, primary screen, cell-based, SK-MEL-5, luciferase, single point. SK-MEL-5 TRPM1-promoter luciferase, 24 h; % of positive control, neutral wells = 0. activation, % at 12.5 µM. hit rate 0.75% among 300,000. AID 588334, 2011;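 active = mean activation of at least 80% with every replicate also reaching 80%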;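 also: 0% = neutral control wells and 100% = parthenolide positive control wells; values of inactives mirror those of a sister screen read the other way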
HTR5A ag = HTR5A agonists in luminescence cell assay, primary screen, counter-screen for OPRM1-OPRD1 heterodimer agonist project, full-deck HTS; AID 504692, 2011; cell-based; hit rate 0.61% among 340,000; activation, % at 9.3 µM; 5-hydroxytryptamine receptor 5A (Homo sapiens), P47898; in the data active = activation mostly above about 9.5%, no sharp cut-off; inactive = mostly below about 7.6%;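 also: 0% = cells with vehicle only and 100% = reference agonist; strong numbers were not always called active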
SR-BI HDL uptake = inhibitors of SR-BI mediated HDL lipid uptake, primary screen, ldlA[mSR-BI] cells, fluorescence, single point | Scavenger receptor class B member 1 (Mus musculus), Q61009 | ldlA[mSR-BI] CHO cells, DiI-HDL uptake fluorescence, 3 h | inhibition, % at 12.5 µM | hit rate 0.96% among 320,000 | AID 488896, 2010;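 active = mean replicate inhibition of at least 70% and a set share of replicates each scoring 70 or more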;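 also: 0% = median of neutral control wells and 100% = median of positive control wells; values of inactives mirror those of a sister screen read the other way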
Target sequence (Q61009 whole entry, looked up): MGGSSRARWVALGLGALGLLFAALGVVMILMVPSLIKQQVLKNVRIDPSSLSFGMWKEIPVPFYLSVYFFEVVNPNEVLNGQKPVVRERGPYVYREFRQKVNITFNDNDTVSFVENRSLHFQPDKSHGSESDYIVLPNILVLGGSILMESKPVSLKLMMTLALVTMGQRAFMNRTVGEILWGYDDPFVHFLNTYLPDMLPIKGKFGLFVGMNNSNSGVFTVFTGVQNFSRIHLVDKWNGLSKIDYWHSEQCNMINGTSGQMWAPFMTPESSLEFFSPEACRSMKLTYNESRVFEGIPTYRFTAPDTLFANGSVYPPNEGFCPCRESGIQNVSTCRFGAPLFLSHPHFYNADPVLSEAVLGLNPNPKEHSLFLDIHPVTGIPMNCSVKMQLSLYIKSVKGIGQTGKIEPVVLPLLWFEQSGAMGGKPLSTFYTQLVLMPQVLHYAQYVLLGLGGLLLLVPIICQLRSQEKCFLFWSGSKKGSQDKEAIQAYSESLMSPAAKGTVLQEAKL
dFosB activator = activators of delta FosB homodimer, primary screen, biochemical, fluorescence polarization, TAMRA-CDK5 oligo, single point. Protein FosB (Mus musculus), P13346. purified delta FosB; percent of positive-control signal above neutral wells. activation, % at 25 µM. hit rate 0.99% among 340,000. AID 493131, 2011;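 active = mean activation above about 17%, with every replicate also reaching it, limit read from the data, passing the limit was not always enough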;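 also: fluorescence polarization rise as delta FosB binds a TAMRA Cdk5 AP-1 oligo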
Wnt bcat act = Wnt/beta-catenin pathway activators, primary screen, cell-based, plate reader, single point | Wnt/beta-catenin reporter cell assay, activator | activation, % at 9.35 µM | hit rate 1.2% among 300,000 | AID 743398, 2014; in the data active = activation above about 30%, passing the limit was not always enough;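 also: 0% = neutral control wells and 100% = positive control wells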
SR-BI uptake up = activators of SR-BI mediated DiI-HDL uptake, primary screen, ldlA[mSR-BI] CHO cells, DiI fluorescence. 3 h; 100 = double the neutral-control signal. activation, % at 12.5 µM. hit rate 0.096% among 320,000;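 active = mean replicate activation of at least 60% and every replicate at or above 60%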;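 also: 0% = median plate neutral-control signal and 100% = twice that signal; values of inactives mirror those of a sister screen read the other way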
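Material: SR-BI-overexpressing, LDLR-lacking CHO cells | Dosing: Single compound concentration, delivered by pin transfer | Probe or stimulus: Labelled HDL, 10 µg/mL | Signal: Bottom-read cell fluorescence after medium removal, ex 550/em 595 nm | Schedule: 3 h, 37 °C | Evaluation: HDL uptake via cellular fluorescence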
cardiac RTF act = cardiac RTF calcium sensitivity activators, primary screen, biochemical, IANBD-TnC fluorescence, EC20 calcium; IANBD-labeled TnC RTF fluorescence at EC20 calcium; 0% EC20 calcium, 100% full calcium; hit rate 0.24% among 340,000; activation, % at 7.2 µM; Troponin I, cardiac muscle (Homo sapiens) + Troponin T, cardiac muscle (Homo sapiens) + …;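 active = activation above the mean over all tested compounds plus 3 SD, cut at about 30% in these data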;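 also: rise in fluorescence read as greater calcium sensitivity of cardiac thin filaments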
Rtt109 HAT inh = inhibitors of C. albicans Rtt109/Vps75 HAT, primary screen, biochemical, ThioGlo CoA-SH fluorescence, plate reader; Histone acetyltransferase RTT109 (Candida albicans (strain SC5314 / ATCC MYA-2876)), …; purified Rtt109/Vps75, 4 h; hit rate 0.16% among 330,000; inhibition, % at 34.9 µM; AID 540336, 2011;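 active = inhibition of at least 50% in every replicate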
Target sequence (Q5AAJ8 whole entry, looked up): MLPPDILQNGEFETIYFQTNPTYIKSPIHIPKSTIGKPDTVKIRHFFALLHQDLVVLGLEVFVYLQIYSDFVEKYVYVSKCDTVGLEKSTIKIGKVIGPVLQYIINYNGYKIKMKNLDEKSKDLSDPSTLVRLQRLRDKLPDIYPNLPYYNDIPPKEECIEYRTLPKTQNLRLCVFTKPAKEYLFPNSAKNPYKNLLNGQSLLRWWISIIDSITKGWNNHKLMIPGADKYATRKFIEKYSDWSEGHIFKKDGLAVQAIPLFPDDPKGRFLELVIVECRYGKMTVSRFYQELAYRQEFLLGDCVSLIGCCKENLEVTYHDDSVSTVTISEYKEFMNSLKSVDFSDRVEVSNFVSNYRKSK
An asterisk follows results filed as active.

Screening O=C(NCCC(=O)N(CCc1ccccc1)Cc1ccccc1)c1ccc(Br)cc1 returned CDK5 inh -0.8, PvdQ inh -12, MITF TRPM1 HTS 13, HTR5A ag 2, SR-BI HDL uptake -16, dFosB activator -4, Wnt bcat act 1, SR-BI uptake up 16, cardiac RTF act -9 and Rtt109 HAT inh 16.
O=C(Nc1ccccc1F)N1CCCC1c1cccnc1 (stereo unspecified) was read as CDK5 inh 1.1, PvdQ inh -5, MITF TRPM1 HTS 5, HTR5A ag -3, SR-BI HDL uptake 14, dFosB activator 0, Wnt bcat act 1, SR-BI uptake up -14, cardiac RTF act -6 and Rtt109 HAT inh 12.
`CC12CCC(=O)N1C(C(=O)Nc1nc3ccc(F)cc3s1)CS2` (stereo unspecified) gave CDK5 inh 0.6, PvdQ inh -4, MITF TRPM1 HTS 22, HTR5A ag 4, SR-BI HDL uptake 21, dFosB activator -1, Wnt bcat act 4, SR-BI uptake up -21, cardiac RTF act -1 and Rtt109 HAT inh -2.
CN(c1nc(-c2ccccc2)cs1)C1CCS(=O)(=O)C1 (stereo unspecified) was read as CDK5 inh 0.9, PvdQ inh -4, MITF TRPM1 HTS 45, HTR5A ag 1, SR-BI HDL uptake 1, dFosB activator -8, Wnt bcat act 7, SR-BI uptake up -1, cardiac RTF act 0 and Rtt109 HAT inh 2.
CCS(=O)(=O)c1nc2ccccc2n1Cc1ccccn1 was read as CDK5 inh 0.8, PvdQ inh -10, MITF TRPM1 HTS -4, HTR5A ag 2, SR-BI HDL uptake -19, dFosB activator 2, Wnt bcat act 0, SR-BI uptake up 19, cardiac RTF act 1 and Rtt109 HAT inh -3.
Screening O=C(Nc1ccc2cccnc2c1)c1ccc(Br)cc1 returned CDK5 inh 1.0, PvdQ inh -9, MITF TRPM1 HTS 19, HTR5A ag 3, dFosB activator -12, Wnt bcat act 4, cardiac RTF act -4 and Rtt109 HAT inh 6.
Screening O=C1Nc2ccccc2C(=O)N2C[C@@H](O)C[C@H]12 returned CDK5 inh -0.7, PvdQ inh -10, MITF TRPM1 HTS -5, HTR5A ag -3, SR-BI HDL uptake -22, dFosB activator -2, Wnt bcat act 0, SR-BI uptake up 22, cardiac RTF act 3 and Rtt109 HAT inh -4.
For O=C(Nc1ncn[nH]1)c1cccc(F)c1 the results were CDK5 inh 1.5, PvdQ inh -19, MITF TRPM1 HTS 8, HTR5A ag 0, SR-BI HDL uptake -19, dFosB activator -4, Wnt bcat act 4, SR-BI uptake up 19, cardiac RTF act 7 and Rtt109 HAT inh 2.
N=C1C(c2nc3ccccc3s2)=C(O)CN1NC(=O)c1ccc([N+](=O)[O-])cc1 was read as CDK5 inh -0.8, PvdQ inh -4, MITF TRPM1 HTS -15, HTR5A ag -1, SR-BI HDL uptake -7, dFosB activator 4, Wnt bcat act 1, SR-BI uptake up 7, cardiac RTF act 0 and Rtt109 HAT inh 11.
`Cc1noc(C)c1NC(=O)N(C)C[C@H]1Oc2ccc(NC(=O)Nc3ccccc3)cc2C(=O)N([C@H](C)CO)C[C@@H]1C` gave CDK5 inh 0.6, PvdQ inh -4, MITF TRPM1 HTS 6, HTR5A ag 5, SR-BI HDL uptake 1, dFosB activator 4, Wnt bcat act -1, SR-BI uptake up -1, cardiac RTF act 0 and Rtt109 HAT inh -2.
For O=C(Nc1cccc(F)c1)C1CCCN(C(=O)c2ccc(Cl)cc2)C1 (stereo unspecified) the results were CDK5 inh 0.3, PvdQ inh -14, MITF TRPM1 HTS 13, HTR5A ag 1, SR-BI HDL uptake -14, dFosB activator -6, Wnt bcat act 5, SR-BI uptake up 14, cardiac RTF act -1 and Rtt109 HAT inh 0.
CCOC(=O)C1=CC[C@]2(C)c3c(c4ccccc4n3C)C(=O)C1N2C was read as CDK5 inh 0.4, PvdQ inh -7, MITF TRPM1 HTS -2, HTR5A ag 5, SR-BI HDL uptake -12, dFosB activator -8, Wnt bcat act -1, SR-BI uptake up 12, cardiac RTF act 8 and Rtt109 HAT inh -8.
Screening O=S(=O)(NCCNc1nccc(C(F)(F)F)n1)c1ccccc1 returned CDK5 inh -1.3, PvdQ inh -19, HTR5A ag 5, SR-BI HDL uptake -5, dFosB activator 0, Wnt bcat act -1, SR-BI uptake up 5, cardiac RTF act -2 and Rtt109 HAT inh -9.
`O=C1C=C(Nc2cccc(O)c2)CC(c2ccco2)C1` (stereo unspecified) gave CDK5 inh -0.4, PvdQ inh -13, HTR5A ag 0, SR-BI HDL uptake 41, dFosB activator -5, Wnt bcat act 0, SR-BI uptake up -41, cardiac RTF act 4 and Rtt109 HAT inh -1.
For O=C1N(Cc2ccc(F)cc2Cl)c2ccccc2C12OCCCO2 the results were CDK5 inh -0.4, PvdQ inh -4, MITF TRPM1 HTS -9, HTR5A ag 1, SR-BI HDL uptake 25, dFosB activator 0, SR-BI uptake up -25, cardiac RTF act -6 and Rtt109 HAT inh -5.
Cc1ccc2c(c1)NC(=O)[C@@]1(C)[C@@H](c3ccccc3)[C@H]3COc4ccc(Cl)cc4[C@@H]3N1C2=O was read as CDK5 inh 0.5, PvdQ inh -15, MITF TRPM1 HTS -8, HTR5A ag 12, SR-BI HDL uptake -138, dFosB activator -2, Wnt bcat act -2, SR-BI uptake up 138*, cardiac RTF act 1 and Rtt109 HAT inh 10.
CCc1nnc(NS(=O)(=O)c2ccc(NC(=S)Nc3ccc(F)cc3)cc2)s1 was read as CDK5 inh 1.6, PvdQ inh 0, MITF TRPM1 HTS -9, HTR5A ag 2, SR-BI HDL uptake -22, dFosB activator -1, Wnt bcat act 2, SR-BI uptake up 22, cardiac RTF act 11 and Rtt109 HAT inh 2.
Screening CC(C)N1CCC(=O)NC1=O returned CDK5 inh -1.0, PvdQ inh 12, MITF TRPM1 HTS 7, HTR5A ag 4, SR-BI HDL uptake -11, dFosB activator 2, Wnt bcat act 0, SR-BI uptake up 11, cardiac RTF act 7 and Rtt109 HAT inh 9.
`Cc1cc(C)c2c(CC(=O)NNC(=O)c3ccccc3)coc2c1` gave CDK5 inh -0.7, PvdQ inh -12, MITF TRPM1 HTS -4, HTR5A ag 0, SR-BI HDL uptake 3, dFosB activator -3, Wnt bcat act 0, SR-BI uptake up -3, cardiac RTF act -1 and Rtt109 HAT inh -2.
For COCCCNC(=O)c1ccc([N+](=O)[O-])cc1 the results were CDK5 inh -0.3, PvdQ inh -8, MITF TRPM1 HTS 4, HTR5A ag 2, SR-BI HDL uptake -39, dFosB activator -7, Wnt bcat act -3, SR-BI uptake up 39 and cardiac RTF act -2.

Sorted by molar mass (high to low): part of the list above.
CCOC(=O)C1=CC[C@]2(C)c3c(c4ccccc4n3C)C(=O)C1N2C was read as CDK5 inh 0.4, PvdQ inh -7, MITF TRPM1 HTS -2, HTR5A ag 5, SR-BI HDL uptake -12, dFosB activator -8, Wnt bcat act -1, SR-BI uptake up 12, cardiac RTF act 8 and Rtt109 HAT inh -8.
Screening O=C(Nc1ccc2cccnc2c1)c1ccc(Br)cc1 returned CDK5 inh 1.0, PvdQ inh -9, MITF TRPM1 HTS 19, HTR5A ag 3, dFosB activator -12, Wnt bcat act 4, cardiac RTF act -4 and Rtt109 HAT inh 6.
CCS(=O)(=O)c1nc2ccccc2n1Cc1ccccn1 was read as CDK5 inh 0.8, PvdQ inh -10, MITF TRPM1 HTS -4, HTR5A ag 2, SR-BI HDL uptake -19, dFosB activator 2, Wnt bcat act 0, SR-BI uptake up 19, cardiac RTF act 1 and Rtt109 HAT inh -3.

Additional records.
CC(=O)Nc1ccc(NC(=O)COC(=O)Cc2cccs2)cc1 was read as CDK5 inh -0.3, PvdQ inh 1, MITF TRPM1 HTS 4, HTR5A ag 1, SR-BI HDL uptake -10, dFosB activator 2, SR-BI uptake up 10, cardiac RTF act 0 and Rtt109 HAT inh -34.
Screening COc1cccc2nc3cc(C)c(C)cc3nc12 returned CDK5 inh 22, PvdQ inh 4, MITF TRPM1 HTS 0, HTR5A ag -2, SR-BI HDL uptake 11, dFosB activator -1, Wnt bcat act 34*, SR-BI uptake up -11, cardiac RTF act -11 and Rtt109 HAT inh 6.
`CCOc1cc(/C=C2\NC(=S)N(C)C2=O)ccc1OCc1ccc(C(=O)O)cc1` gave CDK5 inh -1.1, PvdQ inh 9, MITF TRPM1 HTS 1, HTR5A ag 3, SR-BI HDL uptake -5, dFosB activator 5, Wnt bcat act 0, SR-BI uptake up 5, cardiac RTF act -4 and Rtt109 HAT inh 6.
Screening CC(C)Cn1c(N)c(C(=O)COC(=O)c2ccc(F)cc2)c(=O)n(C)c1=O returned CDK5 inh -1.1, PvdQ inh -7, MITF TRPM1 HTS -6, HTR5A ag -2, SR-BI HDL uptake 34, dFosB activator -9, Wnt bcat act -2, SR-BI uptake up -34, cardiac RTF act 4 and Rtt109 HAT inh -3.
For CCOC(=O)C1CCCN(S(=O)(=O)c2ccc3c(c2)N(C)C(=O)CC(=O)N3C)C1 (stereo unspecified) the results were CDK5 inh -0.4, PvdQ inh -6, MITF TRPM1 HTS -4, HTR5A ag 3, SR-BI HDL uptake 5, dFosB activator -1, Wnt bcat act -3, SR-BI uptake up -5, cardiac RTF act 0 and Rtt109 HAT inh -1.
`COc1ccc(OC)c(NC(=O)C2CC(C)=C(C)CC2C(=O)O)c1` (stereo unspecified) gave CDK5 inh 0.5, PvdQ inh -1, MITF TRPM1 HTS -9, HTR5A ag 7, SR-BI HDL uptake -7, dFosB activator 4, Wnt bcat act 2, SR-BI uptake up 7, cardiac RTF act 1 and Rtt109 HAT inh -16.
`O=C(NCc1ccccn1)c1ccc(NS(=O)(=O)c2ccccc2)cc1` gave CDK5 inh -1.1, PvdQ inh -15, MITF TRPM1 HTS 0, HTR5A ag 1, SR-BI HDL uptake -8, dFosB activator 0, Wnt bcat act 0, SR-BI uptake up 8, cardiac RTF act -1 and Rtt109 HAT inh -3.
